# Bioassay records: PubChem BioAssay, several laboratories
# ABCB6 inh MLPCN: ABCB6 transporter inhibitors, primary screen, K562-ABCB6 cells, flow cytometry, MLPCN library; ATP-binding cassette sub-family B member 6 (Homo sapiens), Q9NP58; K562-ABCB6 porphyrin accumulation, 1 h; stronger effect = lower value; fluorescence ratio to DMSO, % at 10 µM; 0.19% of 360,000 active; AID 602162, 2011;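 active = fluorescence ratio to DMSO below 75%, the collection mean minus 3 SD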;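 also: signal is porphyrin accumulated inside mitochondria; 100% equals median channel fluorescence of DMSO control wells; lower ratio means ABCB6 inhibition with less porphyrin fluorescence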
# aDG glyco act: activators of alpha-DG glycosylation, primary screen, uHTS, Pro5-aDG cells, AlphaScreen. 0.22% of 360,000 active. alpha-DG glycosylation AlphaScreen (IIH6); 0% Pro5, 100% B10-LARGE cell signal. activation, % at 10 µM. AID 624168, 2012;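 active = activation of at least 8% versus controls, or a plate z-score of at least 8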;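 also: Pro5 are CHO cells carrying HIG-tagged alpha-DG that lacks glycosylation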
# MC4R barr agon: MC4R agonists recruiting beta-arrestin, primary screen, cell-based, luminescence, agonist arm of biased-ligand search | Melanocortin receptor 4 (Homo sapiens), P32245 | U2OS MC4R beta-arrestin complementation; percent of melanotan II response, DMSO zero | activation, % at 8.9 µM | 0.98% of 360,000 active;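 active = activation above a per-plate cutoff, the mean activation of sample wells on that plate plus 3 SD, cut at about 8% in these data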
# Target sequence (P32245 whole entry, looked up): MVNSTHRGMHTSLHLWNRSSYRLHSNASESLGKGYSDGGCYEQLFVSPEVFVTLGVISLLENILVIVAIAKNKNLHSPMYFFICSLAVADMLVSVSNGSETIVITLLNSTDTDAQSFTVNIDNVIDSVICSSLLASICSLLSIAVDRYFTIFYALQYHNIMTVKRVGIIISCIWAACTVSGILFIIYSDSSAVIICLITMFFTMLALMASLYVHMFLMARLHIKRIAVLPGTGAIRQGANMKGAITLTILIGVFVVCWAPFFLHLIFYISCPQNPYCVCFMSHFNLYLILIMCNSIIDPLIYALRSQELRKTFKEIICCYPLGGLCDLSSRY
# TLR9-MyD88 block: inhibitors of TLR9-MyD88 association in cells, primary screen, cell-based, CHO, BLA complementation, fluorescence. Toll-like receptor 9 (Homo sapiens) + Myeloid differentiation primary response protein …. inhibition, % at 4.98 µM. 0.21% of 340,000 active. CCF4 FRET ratio;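 active = inhibition above the mean over all tested compounds plus 3 SD, cut at about 21% in these data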;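 also: 0% = DMSO only wells and 100% = clavulanate BLA inhibitor control wells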
# ABHD5 PLIN5 PPI: ABHD5-PLIN5 interaction inhibitors, primary screen, cell lysate, split luciferase complementation, luminescence; Perilipin-5 (Homo sapiens) + 1-acylglycerol-3-phosphate O-acyltransferase ABHD5 (Homo …; Split G. princeps luciferase complementation, 4 h; inhibition, % at 4 µM; 0.78% of 360,000 active;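 active = inhibition above the mean inhibition across every tested compound plus 3 SD, cut at about 22% in these data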;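 also: 0% = DMSO only wells and the 100% control is not disclosed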
# MC4R antagonist: MC4R antagonists of cAMP signaling, primary screen, cell-based, TR-FRET, antagonist arm of biased-ligand search | MC4R-expressing cells, MTII-stimulated cAMP, LANCE TR-FRET | inhibition, % at 6.5 µM | 0.48% of 360,000 active | AID 540295, 2011;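 active = inhibition above its plate's cutoff, the mean of tested wells on that plate plus 3 SD, cut at about 29% in these data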;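 also: 0% = Melanotan II alone and 100% = Melanotan II plus saturating MCL0020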
#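 system = U2OS cells with stable human MC4R expression | also added = Melanotan II challenge after compound preincubation | dosing = one concentration, 6.5 µM nominal | incubation = compound 30 min, challenge 1 h, detection 1 h | measured by = TR-FRET with Eu-cAMP and labeled anti-cAMP, 671 nm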
# Granule exo inh: LAMP-1 surface exposure blockers, TALL-104 cells – cell-based, flow cytometry, MLPCN library, primary screen; TALL-104 LAMP-1 surface exposure; cells stimulated with thapsigargin and PMA; inhibition, % at 10 µM; 0.66% of 360,000 active; AID 651702, 2012;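 active = inhibition above about 55%, limit read from the data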
# NOD2-RIPK2 inh: NOD2-RIPK2 binding disruptors in cells, primary screen, fluorescence, CHO cells, BLA complementation. Receptor-interacting serine/threonine-protein kinase 2 (Homo sapiens), O43353. CCF4 ratio. inhibition, % at 4.98 µM. 0.38% of 360,000 active. AID 624267, 2012; in the data active = inhibition above about 21%;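 also: 0% = vehicle only and 100% = reference blocker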
# Target sequence (O43353 whole entry, looked up): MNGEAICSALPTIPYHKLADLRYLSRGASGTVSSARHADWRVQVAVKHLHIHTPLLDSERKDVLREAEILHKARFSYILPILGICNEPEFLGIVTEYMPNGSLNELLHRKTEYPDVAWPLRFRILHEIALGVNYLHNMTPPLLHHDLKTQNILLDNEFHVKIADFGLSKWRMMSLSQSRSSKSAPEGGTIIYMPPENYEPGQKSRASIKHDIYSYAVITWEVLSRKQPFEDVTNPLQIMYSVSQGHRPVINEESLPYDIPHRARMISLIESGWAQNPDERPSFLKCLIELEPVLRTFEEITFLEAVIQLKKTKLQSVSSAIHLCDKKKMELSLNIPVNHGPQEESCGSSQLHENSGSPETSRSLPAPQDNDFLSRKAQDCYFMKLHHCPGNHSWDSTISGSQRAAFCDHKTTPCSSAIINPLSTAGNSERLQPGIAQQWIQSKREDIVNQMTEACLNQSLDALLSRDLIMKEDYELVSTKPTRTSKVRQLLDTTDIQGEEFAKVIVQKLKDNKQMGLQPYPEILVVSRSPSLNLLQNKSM
# Vif imaging: HIV Vif self-association inhibitors, primary screen, imaging, HEK293T, single point; HEK293T cells, Vif self-association by quenched fluorescence, 24 h; inhibition, % at 7.49 µM; 0.35% of 340,000 active; AID 602346, 2012; in the data active = inhibition above about 50%, passing the limit was not always enough; also: some results filed as inactive read as strong as hits
# N-glyco inh: increase of ERlucT glycosylation luciferase signal, primary screen, N-linked glycosylation inhibitor project, D54 ERlucT cells, luminescence, set 2; reporter increase, % at 12.5 µM; D54 ERlucT glycosylation luciferase reporter, 24 h; percent of 100 nM tunicamycin response; AID 588692, 2011; 0.23% of 360,000 active;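 active = mean luciferase reporter signal, scaled so untreated is 0 and the glycosylation-blocking control 100, at or above a set limit in every replicate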;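 also: luciferase carries N-glycosylation sites so blocking glycosylation raises the light; 0% = median of neutral control wells and 100% = median of 100 nM tunicamycin wells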
# Numbers without * were called inactive; . = no result given. This is a subset. The share of hits here may be higher or lower than overall.
SMILES,ABCB6 inh MLPCN,aDG glyco act,MC4R barr agon,TLR9-MyD88 block,ABHD5 PLIN5 PPI,MC4R antagonist,Granule exo inh,NOD2-RIPK2 inh,Vif imaging,N-glyco inh
O=C(CSc1ccc(-c2ccco2)nn1)c1ccccc1,99,0.2,-0.1,-6,3,2,0,1,5,-2
COc1cc(OC)cc(-c2cc3ncccc3cn2)c1,98,0.1,-0.9,-2,9,-4,5,-6,-6,1
COc1cc2c(OC(C)=O)c3c(c(-c4ccc5c(c4)OCO5)c2cc1OC)C(=O)OC3,106,-0.1,-1.0,-7,-4,1,1,-5,173*,-14
CC(C)NC(=O)C1CCCN(S(=O)(=O)c2ccc(-n3cnnn3)cc2)C1 (configuration not stated),101,0.9,-0.7,0,4,-6,-6,-14,-6,0
Cc1cccc(NC(=O)CCS(=O)(=O)c2cccc3nonc23)c1C,98,-0.1,0.0,-2,4,-4,-16,-3,-15,0
COC(=O)Cc1[nH]c(=S)[nH]c1C(=O)OC,100,0.0,-0.6,-5,3,-3,1,-13,7,2
O=C(CSc1nc2nn(-c3ccccc3)c(=O)c-2c2n1CCCCC2)c1ccc(O)c(O)c1,97,0.1,-1.7,-4,0,2,-1,-11,0,1
CN1CCN(NC(=O)C23CC4CC(CC(C4)C2)C3)CC1,105,-0.1,-0.8,4,-1,4,-2,0,-1,0
CCOC(=O)C1=C(c2ccccc2)NC(SC)=C(C#N)C1c1ccco1 (configuration not stated),96,0.0,0.0,-4,0,-1,0,-4,-7,1
CCOC(=O)C1CCN(c2ncnc3c2cnn3-c2ccc(Cl)cc2)CC1,97,0.1,1.5,7,12,1,-5,3,7,0
CCCCCC/C=N/Nc1nnc(Cc2ccc(OC)c(OC)c2)c(=O)[nH]1,101,0.0,2.7,-8,-3,6,-10,-6,5,1
COc1cccc(C(=O)Nc2cc(C(F)(F)F)ccc2Cl)c1,92,-0.1,-0.1,-4,-6,2,-1,-15,-5,-1
CN(C)/C=C/C(=O)c1cnc(-c2ccccc2)s1,100,-0.3,-1.5,10,0,9,-1,-5,27,2
CCOC(=O)/C(=N\Nc1ccccc1)S(=O)(=O)c1ccccc1,97,0.1,-1.6,-1,4,1,0,-1,-2,0
CCOC(=O)c1cc(-c2nnc(-c3ccc(Oc4ccccc4)cc3)o2)c(C)nc1C,98,0.3,-1.4,1,5,10,7,-5,4,0
CCN(CC)S(=O)(=O)c1ccc(N2CCOCC2)c(NC(=O)COc2ccc(OC)cc2)c1,91,0.6,-2.6,5,-2,-1,-9,-8,-3,-2
CCCCN(CC)C(=O)c1cc2c(=O)[nH]c3ccc(C)cc3c2s1,97,0.1,-2.0,3,5,5,-4,2,-16,5
CS(=O)(=O)N1CCN(C(=O)c2ccc(Cl)s2)CC1,103,-0.2,-1.5,-12,-2,4,4,-15,15,1
Oc1ccc2ccccc2c1CN1CCCC1,98,0.0,-1.6,10,2,12,0,0,-1,-1
CCCC(=O)c1cn(CC(=O)OC)c2ccccc12,100,0.0,1.2,6,-2,9,-3,-11,2,3
NC(=O)CN(c1ccc(Cl)cc1)S(=O)(=O)c1ccccc1,97,0.1,-2.2,-4,1,1,-9,-10,2,1
O=C1N=C(N2CCCC2)CN1c1ccccc1,102,0.5,1.2,5,-7,8,1,-13,0,2
CCCc1c(-c2ccccc2)ncn1Cc1ccccc1OC,119,0.3,.,.,1,.,6,4,.,.
CCOc1ccccc1N1CCN(C(=O)c2cccc(S(=O)(=O)N3CCOCC3)c2)CC1,98,0.1,-1.9,-12,-8,3,-2,3,1,0
CCCC(/C=C/c1ccc(OC(C)=O)cc1)=C1/c2ccccc2C(=O)N1c1ccccc1,104,-0.2,0.2,13,-10,11,3,25*,-2,-5
Cc1cccc(C2Nc3ccccc3C(=O)N2NC(=O)c2ccc([N+](=O)[O-])cc2)n1 (configuration not stated),96,-0.1,-2.8,11,1,-1,4,-4,-3,5
COc1ccccc1NCC(=O)Nc1cc(S(=O)(=O)N2CCOCC2)ccc1N1CCOCC1,98,-0.1,1.4,-4,2,6,-2,-4,2,1
COc1cc(CNc2ncnc3c2ncn3[C@H]2CN(Cc3ccccc3)C[C@@H](COC(C)=O)O2)cc(OC)c1OC,90,0.1,-0.4,.,7,11,8,3,-12,4
Cc1cccc(C)c1NC(=O)c1cccnc1,94,0.0,0.2,4,5,-1,-6,-2,3,1
O=C(NC1CC1)C1CCN(C2CCN(C(=O)c3c(F)cccc3Cl)CC2)CC1,104,-0.1,-2.9,4,-3,11,-19,-1,1,2

# Exported bar-delimited: 2 of the compounds above.
Structure | ABCB6 inh MLPCN | aDG glyco act | MC4R barr agon | TLR9-MyD88 block | ABHD5 PLIN5 PPI | MC4R antagonist | Granule exo inh | NOD2-RIPK2 inh | Vif imaging | N-glyco inh
Cc1cccc(C)c1NC(=O)c1cccnc1 | 94 | 0.0 | 0.2 | 4 | 5 | -1 | -6 | -2 | 3 | 1
CCCC(/C=C/c1ccc(OC(C)=O)cc1)=C1/c2ccccc2C(=O)N1c1ccccc1 | 104 | -0.2 | 0.2 | 13 | -10 | 11 | 3 | 25* | -2 | -5

# Further results:
SMILES,ABCB6 inh MLPCN,aDG glyco act,MC4R barr agon,TLR9-MyD88 block,ABHD5 PLIN5 PPI,MC4R antagonist,Granule exo inh,NOD2-RIPK2 inh,Vif imaging,N-glyco inh
COc1ccc(/C=C(\C#N)C(=O)Nc2cccc3ncccc23)cc1OC,102,0.1,-0.7,3,5,31*,-2,4,6,3
CC(CN1CCNCC1)(NS(=O)(=O)c1ccccc1)c1ccccc1 (configuration not stated),107,0.5,-2.6,-9,8,-4,5,9,-8,-1
COC(=O)c1ccc2nc(-c3cccc(Br)c3)c(Cc3cccc(F)c3)n2c1,110,0.7,.,.,-2,.,4,-20,.,.
CCC(C)C(=O)Nc1cc(C(=O)OC)ccc1C(=O)OC (configuration not stated),97,0.0,-1.9,0,4,-5,1,-1,-5,-1
CCC(=O)Nc1cccc(-c2nnc(-c3ccccc3)o2)c1,96,0.2,-1.5,-1,3,1,-4,-9,-3,-1
CCOC(=O)C1C2C=CC3(CN(Cc4ccccc4)C(=O)C13)O2 (configuration not stated),97,-0.2,-1.6,8,4,2,3,-2,-5,0
Cc1cc(C)c2nc(Cl)c(C3NC(=O)c4ccccc4N3)cc2c1 (configuration not stated),100,0.6,-1.9,3,0,-6,4,-2,1,2
Cc1cccc(NC(=S)N(C)C2(c3ccccc3Cl)CCCCC2=O)c1 (configuration not stated),92,0.1,-3.4,5,0,8,-6,-2,8,-2
COc1ccc(-n2cc(CNCCc3nc(C)cc(C)n3)c(-c3ccccc3Cl)n2)cc1,98,0.6,-0.3,1,4,10,4,5,3,-4
Cc1ccc(-n2nnnc2SCC(=O)N2CCN(C(=O)c3ccco3)CC2)c(C)c1,101,0.0,-0.8,-3,1,-3,0,4,-14,1
CN(CCNC(=O)c1ccc(N2CCCC2=O)cc1)CCc1ccccc1,108,0.5,-1.3,-9,0,2,0,-6,-6,-2
CCC(C)NS(=O)(=O)c1ccc(OCC(=O)NCc2cccnc2)cc1 (configuration not stated),101,0.1,-0.4,-8,2,3,18,-7,6,-2
CC1CCCN(S(=O)(=O)c2ccc(-c3ccc(=O)[nH]n3)o2)C1 (configuration not stated),104,-0.1,-0.7,-15,-3,-2,8,4,2,0
CC(C)(C)n1nc2c(c1NC(=O)c1cccc(C(F)(F)F)c1)CS(=O)C2 (configuration not stated),98,0.2,-0.7,-7,1,8,1,-13,.,1
Cc1cccc(C(C(=O)NC2CCCCC2)N(C(=O)c2csnn2)C2CC2)c1 (configuration not stated),108,0.2,0.0,5,0,-6,3,-5,8,0
Cc1cc(C)nc(NS(=O)(=O)c2ccc(NC(=O)CCC(=O)O)cc2)n1,98,-0.1,-1.1,-1,6,2,-1,3,-3,2
COc1ccc(-c2noc(CCC(=O)N3CCN(c4cccc(C(F)(F)F)c4)CC3)n2)cc1,92,0.1,2.9,-16,-4,8,4,-8,-17,-3
COC(=O)C1=C(C)NC(=O)/C1=C\N(C)C,98,-0.3,-1.4,-2,0,-7,-5,7,1,1
O=C(O)c1ccccc1CSc1nc2ccccc2[nH]1,94,0.0,-0.9,8,6,3,-12,-11,10,-4
CCOC(=O)c1sc2nc(CN3CCN(c4cccc(C(F)(F)F)c4)CC3)[nH]c(=O)c2c1C,102,0.1,-1.1,4,3,3,0,8,-5,3
CC(C)(C)c1ccc(-c2ccc3c(c2)S(=O)(=O)c2ccccc2C3=O)cc1,89,0.0,0.8,7,-12,-5,-5,-7,20,2
Cc1ccc(S(=O)(=O)N(C)CCCC(=O)Nc2cc(C)ccc2C)cc1,95,-0.1,-0.1,4,-3,0,4,-12,10,-1
NC(=S)NN=CCn1cc([N+](=O)[O-])c(=O)[nH]c1=O,99,0.6,-0.3,2,-3,-4,-4,-5,18,1
c1ccc(CNc2nc(-c3cccs3)nc3ccccc23)cc1,96,0.9,1.4,-1,5,-9,14,5,5,14
CCN(c1ccccc1C)S(=O)(=O)c1cc2c3c(c1)CCC(=O)N3CCC2,99,0.0,-2.6,6,0,6,0,0,5,1
CCOC(=O)N1CCN(S(=O)(=O)c2cc3c(cc2C)NC(=O)CO3)CC1,98,0.0,0.5,6,-1,13,-1,3,-1,-1
CC(=O)c1c(N2CCOCC2)nc(=S)n(Cc2ccccc2)c1C,101,0.5,-1.4,5,-3,5,-3,1,1,1
CCc1noc(C)c1C(=O)NNC(=O)COc1ccc(C)cc1,105,-0.1,-3.4,-14,-6,4,-6,-2,12,0
COc1ccc(CCC(=O)N2CCN(S(=O)(=O)c3ccc(OC)c([N+](=O)[O-])c3)CC2)cc1,91,0.2,0.7,-6,2,6,5,-1,.,0
OC[C@@H]1CN(Cc2ccc(-c3ccccc3)cc2)C[C@H](n2cnc3c(N4CCOCC4)ncnc32)O1,95,0.5,0.3,.,-1,1,6,-10,6,0
Cc1ccc(NC(=O)CN2CCc3ccccc3C2)cc1S(=O)(=O)N(C)C,100,0.0,1.1,-3,-2,-6,-2,-1,-7,-1
CC(=O)c1ccc(NC(=O)CSc2nnc(-c3ccco3)o2)cc1,101,0.0,1.9,-3,-10,17,-8,6,4,1
COc1ccccc1OCc1cc(-c2ccccc2)no1,90,0.7,-1.1,-8,-4,4,-2,-6,-5,-5
C=CCNC(=O)c1ccc2nccnc2c1,97,-0.2,-4.8,2,-1,-1,-13,2,8,-4
COc1cccc(CC(=O)Nc2ccc(-c3csc(C)n3)cc2)c1,97,-0.1,-1.5,-5,0,1,-3,-3,1,0
